# Screening results deposited in PubChem by National Center for Advancing Translational Sciences (NCATS).
# PI5P4K alpha inh: PI5P4K alpha (human) kinase inhibition | 330,000 compounds, 1.2% hits | AID 652105 | max response, % | PI5P4Kalpha enzyme, ADP-Glo luminescence, 60 min; active compounds read low; active = max response of -50% or lower; inconclusive = between -30% and -50%; inactive = -30% or higher; also: value at the top dose of about 77 µM; % is scaled to controls: 0 for no effect and ±100 for the full control effect
#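 Reactions run in 0.038 M HEPES pH 7.4, 0.28 mM EGTA, 0.1% CHAPS and 5% DMSO, with PI5P4Kalpha, substrate, compound and 5 microM ATP final, one hour at room temperature. Readout is ADP-Glo luminescence.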
# IL-2 act: activates IL-2 in a cell-based reporter assay. IL-2 activation reporter assay, cell-based qHTS; stimulated with anti-CD3/CD4/CD28 beads; in transgenic mouse T cells. 360,000 compounds, 0.065% hits. activation, % (series mostly up to about 46 µM). AID 652025; in the data active = activation above about 50%; inconclusive = mostly about 30% to 49%; also: 0% is about no effect
#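 Quantitative HTS in unstimulated transgenic mouse T cells, with memory T cells as non-tolerant control and PMA/ionomycin as tolerance-bypass control. Compound pretreatment lasted 60 minutes before 18 h bead stimulation; EGFP/DsRed fluorescence read.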
# WRN inhibitor: blocks human WRN helicase; 360,000 compounds, 0.46% hits; Potency, µM (highest dose often 114 µM), for the others: top-dose activity change, negative = inhibition, hits mostly inhibitors; WRN helicase unwinding, fluorescent forked duplex, kinetic; also: potency is read from the fitted curve at half-maximal effect; % is scaled to controls: 0 for no effect and ±100 for the full control effect; nearly all actives have a fitted effect of over 55% in size
#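 WRN at 20 nM final preincubated with compound 15 min at room temperature; reaction started with 100 nM fluorophore/quencher forked duplex oligonucleotide and 2 mM ATP final. Unwinding followed kinetically by red fluorescence (ex 525, em 598 nm).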
# EPAC1 antag: antagonists of human EPAC1; Potency, µM (highest dose often 115 µM), inactives show at the top dose activity change, negative = inhibition, hits mostly inhibitors; 360,000 compounds, 0.14% hits; AID 720709; EPAC1 GEF assay, Rap1b-BODIPY-GDP exchange fluorescence;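 also: potency is read from the fitted curve at half-maximal effect; plate controls were vehicle for no effect and positive control for full effect; nearly all actives have a fitted effect of over 50% in size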
# Target sequence (O95398 whole entry, looked up): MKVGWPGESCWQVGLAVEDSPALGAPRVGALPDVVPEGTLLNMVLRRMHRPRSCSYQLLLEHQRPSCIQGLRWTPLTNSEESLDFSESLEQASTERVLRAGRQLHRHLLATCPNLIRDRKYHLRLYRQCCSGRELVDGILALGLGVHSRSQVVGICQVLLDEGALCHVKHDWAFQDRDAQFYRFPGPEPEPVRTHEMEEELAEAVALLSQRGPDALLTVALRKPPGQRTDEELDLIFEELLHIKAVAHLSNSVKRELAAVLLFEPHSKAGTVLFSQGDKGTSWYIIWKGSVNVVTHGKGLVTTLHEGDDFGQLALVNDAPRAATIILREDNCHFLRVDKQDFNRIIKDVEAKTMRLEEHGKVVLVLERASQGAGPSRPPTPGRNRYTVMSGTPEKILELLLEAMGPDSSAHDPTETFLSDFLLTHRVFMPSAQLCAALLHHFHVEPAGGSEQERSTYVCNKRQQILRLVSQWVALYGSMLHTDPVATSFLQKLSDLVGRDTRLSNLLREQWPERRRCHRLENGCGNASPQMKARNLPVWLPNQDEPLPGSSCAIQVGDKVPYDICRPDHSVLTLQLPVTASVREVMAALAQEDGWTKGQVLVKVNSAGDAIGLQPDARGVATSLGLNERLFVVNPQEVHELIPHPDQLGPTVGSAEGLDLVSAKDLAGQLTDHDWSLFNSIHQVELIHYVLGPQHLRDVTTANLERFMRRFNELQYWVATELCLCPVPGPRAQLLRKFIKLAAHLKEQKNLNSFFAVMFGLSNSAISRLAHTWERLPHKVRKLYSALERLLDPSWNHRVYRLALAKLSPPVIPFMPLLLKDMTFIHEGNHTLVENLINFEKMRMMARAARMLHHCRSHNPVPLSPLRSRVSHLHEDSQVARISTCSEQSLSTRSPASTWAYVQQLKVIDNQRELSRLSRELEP
# PLK1 PBD inh: PLK1 (human) polo-box domain binding inhibition. 360,000 compounds, 2.8% hits. Potency, µM, for inactives: max response, negative = inhibition, usual class: inhibitors. AID 720504. Plk1 PBD binding of FITC phosphopeptide, fluorescence polarization. P53350; also: potency is read from the fitted curve at half-maximal effect; series mostly up to about 57 µM; % is scaled to controls: 0 for no effect and ±100 for the full control effect; nearly all actives have a fitted effect of over 65% in size
# Abeta yeast res: A-beta toxicity reversal in yeast; yeast expressing A-beta42, growth rescue, OD600, 48 h; response scale: 0% DMSO, 100% iron-clioquinol control; Potency, µM (series often up to 46.1 µM), for the others: top-dose growth rescue, hits mostly activators; 410,000 compounds, 0.063% hits; AID 1347071; also: potency is read from the fitted curve at half-maximal effect; nearly all actives have a fitted effect of over 55% in size
#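 Yeast growth medium received pinned compounds, then yeast cells expressing toxic A-beta were added; plates incubated at 30 C for 48 hr. Growth read as absorbance at 600 nm, normalized to DMSO and equimolar FeCl3 plus clioquinol controls.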
# EPAC1 agonist: agonists of human EPAC1. Potency, µM (highest dose often 154 µM), for inactives: at the highest dose activation, usual class: activators. EPAC1 agonist qHTS, biochemical assay; response scale: 100% = response to 6.5 mM cAMP. 360,000 compounds, 0.073% hits. O95398. AID 720707; also: potency is read from the fitted curve at half-maximal effect; nearly all actives have a fitted effect of over 60% in size
#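 Nucleotide exchange by EPAC1 (100 nM) on Rap1B–BODIPY-GDP (250 nM) in the presence of 50 uM GDP is tracked fluorescently at 480/540 nm over 30 min. Signals are normalized to a 6.5 mM cAMP control.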
# aSyn rescue: inhibitors of alpha-synuclein toxicity in yeast; Potency, µM (series often up to 46.1 µM), without a hit: top-dose growth rescue (activation), most hits filed as activators; Yeast expressing alpha-synuclein, growth rescue, BacTiter-Glo, 24 h; 370,000 compounds, 0.14% hits; also: potency is read from the fitted curve at half-maximal effect; % of control where 0% means no effect; nearly all actives have a fitted effect of over 65% in size
#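 Screening used galactose-induced yeast with toxic alpha-synuclein levels, exposed to compound for 24 hr at 30 deg C. Cell growth, read with BacTiter-Glo luminescence, gave the measured signal.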
# FUS yeast rescue: suppressors of FUS proteinopathy in yeast. 390,000 compounds, 0.24% hits. Potency, µM (top dose mostly 76.6 µM), inactives show at the highest dose growth rescue (activation), usual class: activators. S. cerevisiae FUS-expressing, growth rescue, OD600, 24 h. AID 1347120;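 also: potency is read from the fitted curve at half-maximal effect; plate controls were DMSO vehicle for no effect and reference control for full effect; nearly all actives have a fitted effect of over 55% in size; some results filed as inactive show a strong effect at the top dose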
#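 Quantitative HTS measuring growth restoration of FUS-toxic yeast. Galactose-induced cells (OD 0.005) were exposed 24hr at 30C to compounds at several concentrations, then absorbance at 600 nm was recorded.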
# * marks the source's active call; other numbers are inactive results; u = inconclusive; x = no result given; [ ] = dose if it differs, or a comment. Unless noted, calls follow the shape of the dose curve; as a rule, active = well fitted curve in the direction sought with a large enough effect; inconclusive = small, poorly fitted or top-dose-only effect, or another doubt; inactive = no such curve, though single readings can be large; an effect the other way counts as inactive or inconclusive.
SMILES,PI5P4K alpha inh,IL-2 act,WRN inhibitor,EPAC1 antag,PLK1 PBD inh,Abeta yeast res,EPAC1 agonist,aSyn rescue,FUS yeast rescue
COC(=O)c1ccc(-c2noc(CN3C[C@H]4CC[C@H]3C4)n2)cc1,-1,0.7,-2%,11%,0%,-2%,-11%,8%,-1%
NC(=O)CCC(NS(=O)(=O)c1ccc(Cl)cc1)C(=O)NCC1CCCCC1 (stereo not given),-19,0.4,-27%,-1%,11µM*,0%,-3%,-6%,18%
CC(C)CNC(=O)COC(=O)CCC(=O)c1ccc(Cl)cc1,-1,-1.4,1%,3%,-2%,2%,-9%,2%,5%
COc1ccc(NC(=O)Cn2nnc(C(=O)NCc3ccc(C)cc3)c2N)cc1OC,2,-3.9,-4%,-3%,-1%,3%,-9%,5%,25%
Cc1oncc1-c1cn2ccccc2n1,0,-2.5,0%,2%,-4%,25%,-3%,2%,-7%
CCCS(=O)(=O)N1CCCC(c2nc(-c3cccc(OC)c3)no2)C1 (stereo not given),x,-1.5,2%,-6%,-13%,-2%,19%,-1%,22%
COc1ccc(C(=O)NC2CCCc3ccccc32)cc1Br (stereo not given),-4,-0.2,-4%,-12%,-3%,-11%,13%,3%,8%
Cc1nc2ccc(-n3ccc(=O)cc3)cc2s1,x,-1.4,-2%[57.1 µM],-4%,-1%,-5%,2%,-7%,3%
COc1cc(CNC(C)c2ccccc2)cc(Br)c1OCc1ccccc1 (stereo not given),15,-4.5,-2%,-13%,-6%,16%,6%,-7%,18%
O=C(O/N=C(/c1ccccc1)c1ccncc1)c1ccccc1[N+](=O)[O-],9,0.1,1%,8%,-13%,-12%,4%,u,1%
COc1ccc(OC)c(NC(=O)CSc2nnc(CNC(=O)c3ccco3)o2)c1,-6,-0.6,-4%,4%,30µM*,-11%,1%,-11%,14%
COc1ccc(C(CNC(=O)COc2ccc(Cl)cc2C)N2CCCCC2)cc1 (stereo not given),0,-0.2,-3%,1%,-1%,11%,-4%,2%,8%
Cc1cccc(N2C(=S)N=C(Nc3c(C)cccc3C)C23CCOC(C)(C)C3)c1 (stereo not given),9,2.0,6%,-1%,-4%,7%,0%,1%,-20%
Cc1ccc(C2CC(=O)NC(SCCC(C)C)=C2C#N)cc1 (stereo not given),-6,-5.1,6%,13%,13µM*,12%,-13%,13%,8%
O=C(c1ccccc1)c1ccccc1NC(=O)C1CCCN1Cc1ccccc1 (stereo not given),0,-0.1,-9%,-8%,-11%,8%,13%,-5%,7%
C=CCSc1nnc(CSc2nc3sc4c(c3c(=O)[nH]2)CCCC4)n1-c1ccccc1,-7,-2.9,-12%[57.1 µM],-12%,-27%,-10%,-2%,-15%,x
C=C(C)C(=O)OCC(C)C,-4,0.4,1%,5%,-1%,-14%,-10%,-4%,-34%
O=C1c2cccc3cccc(c23)C(=O)N1Cc1ccco1,-7,-0.6,8%[57.1 µM],-7%,-12%,-5%,-4%,7%,-12%
Cc1cc(C)c(OCCN(C)Cc2ccccc2)c(Br)c1,3,-6.1,6%,-12%,3%,8%,5%,5%,-1%
CCC(C)NC(=O)CN(c1cc(C)cc(C)c1)S(=O)(=O)c1c(C)[nH]c(=O)[nH]c1=O (stereo not given),0,-2.0,3%,-27%,-6%,6%,-5%,2%,-31%
Cn1ncc2cc(NC(=S)NC(=O)c3ccccc3)ccc21,-2,-1.6,-2%,-14%,-20%,7%,9%,-6%,11%
CCN(CC)Cc1c(C(=O)N/N=C/c2ccncc2)nnn1-c1nonc1N,1,-2.6,5%,-12%,-1%,-1%,1%,-1%,7%
CSc1nc2ccccc2cc1/C=C(\C#N)c1ccc(Cl)cc1Cl,8,3.8,-17%,-9%,-6%,7%,3%,3%,23%
COCCN(Cc1ccccc1)C(=O)c1cc(S(=O)(=O)N2CCCCCC2)ccc1OC,-1,-0.4,-2%,-11%,-6%,7%,-15%,2%,29%
CSc1ccc(OC2(C)CCN(Cc3ccc(OC(F)(F)F)cc3)C2)cc1 (stereo not given),15,0.7,-5%,-11%,-4%,-14%,-15%,-15%,3%
CC(C)OC(=O)c1ccc(N2CCN(c3ccccc3F)CC2)nc1,13,-0.4,0%,-15%,-15%,2%,8%,-16%,-24%
Cc1oc2cc3oc(=O)c(CC(=O)NCCC(=O)O)c(C)c3cc2c1C,3,0.6,13%,0%,-3%,-5%,5%,1%,7%
Cc1ccc(C(=O)c2c3ccc(C(F)(F)F)cc3[n+]([O-])n2CCC(N)=O)cc1,1,1.4,1%,1%,-9%,-11%,7%,2%,-22%
O=C(Nc1cc([N+](=O)[O-])ccc1N1CCOCC1)c1ccco1,1,2.0,5%,-2%,-11%,7%,4%,1%,5%
O=C(NN=C1CCCC1)c1cc(Cl)cc(Cl)c1O,-3,0.1,-12%,10%,-6%,-3%,-2%,-10%,-13%
CC1CCCCC12NC(=O)N(CC(=O)Nc1ccccc1N1CCOCC1)C2=O (stereo not given),2,1.9,1%,-2%,u,-14%,4%,2%,1%
NC(=O)CC[C@@H]1NC(=O)[C@H](CO)NC(=O)c2cc([N+](=O)[O-])cc(I)c2NCC[C@@H](C(N)=O)NC1=O,1,1.1,4%,-2%,-19%,-19%,-9%,-2%,-11%
O=C(Nc1c2c(nn1-c1ccccc1)CS(=O)(=O)C2)c1ccc(Br)o1,-4,-3.0,6%,10%,0%,9%,3%,5%,-14%
COC(=O)c1ccc(-c2ccco2)n1Cc1ccccc1Cl,x,-0.6,-7%,-2%,-1%,7%,14%,-3%,30%
COc1ccc2oc(C(=O)NCC3CCCO3)c(C)c2c1 (stereo not given),2,-1.4,-1%,9%,-3%,6%,16%,4%,20%
O=C(c1cc(Cl)ccc1[N+](=O)[O-])N1CCc2ccccc2C1,3,-2.1,0%,4%,-3%,-7%,6%,7%,-19%
Cc1cc(C)cc(C(=O)NCC(=O)OCC(=O)c2cc(C)n(CC(F)(F)F)c2C)c1,1,-1.7,4%,7%,-7%,-4%,-9%,-2%,15%
CC(C)Cc1nc(SCC(=O)Nc2ccc(S(N)(=O)=O)cc2)n[nH]1,0,-1.1,-2%,16%,-7%,-12%,6%,x,-10%
C1CCc2nnc(-c3nnc4n3CCCCC4)n2CC1,-3,0.1,0%,-2%,-11%,0%,-5%,2%,-7%
Cc1cc(C)n(-c2nc(NCCN(C)C)c3c4c(sc3n2)CCCC4)n1,4,-0.8,17%,9%,-13%,-46%[inhibitor],7%,-16%,42%
NC(=O)CC(NC(=O)c1ccccc1)c1ccc(NCc2ccc(F)c(F)c2)c([N+](=O)[O-])c1 (stereo not given),-3,-3.0,-4%,u,-6%,-15%,4%,-1%,-10%
CC(C)(Oc1ccc(Cl)cc1)C(=O)Nc1ccc(S(=O)(=O)Nc2ncccn2)cc1,6,1.2,-7%,-9%,-8%,-18%,4%,-2%,-10%
COc1cc(/C=C2/NC(=O)N(Cc3ccccc3F)C2=O)cc(OC)c1O,1,7.1,-31%,-9%,-4%,9%,0%,-1%,11%
COc1ccc(NC(=O)CCNC(=O)c2ccc([N+](=O)[O-])cc2)cc1S(=O)(=O)N1CCCCC1,1,-0.1,-3%,-8%,-5%,-2%,7%,-3%,9%
N#Cc1ccc(Cl)cc1NC(=O)COC(=O)[C@H](CCC(N)=O)NC(=O)c1ccc(F)cc1,-1,2.0,-35%[57.1 µM],11%,-10%,-7%,1%,-9%,5%
c1ccc2c(c1)CC(N1CCCCC1)c1ccccc1S2 (stereo not given),-1,0.1,0%,6%,7%,1%,10%,9%,9%
CC1(C(=O)NCc2ccccc2Br)CCN1Cc1ccc2ccccc2c1 (stereo not given),7,-0.9,1%,0%,3%,-18%,-9%,7%,14%
CCc1noc(C)c1C(=O)OC(C)C(=O)Nc1ccc(Cl)cn1 (stereo not given),-4,-0.6,0%,-14%,-3%,8%,-10%,-7%,-4%
O=C1Nc2c(Br)cccc2C1=O,-2,0.2,-8%[11.6 µM],-1%,-4%,-15%,-9%,-1%,-16%
CCOC(=O)Cc1cc(=O)n2[nH]c(C)c(-c3ccccc3OC)c2n1,0,0.8,-30%,-1%,-5%,6%,8%,-1%,28%

# Other records:
SMILES,PI5P4K alpha inh,IL-2 act,WRN inhibitor,EPAC1 antag,PLK1 PBD inh,Abeta yeast res,EPAC1 agonist,aSyn rescue,FUS yeast rescue
Oc1ccc2ccccc2c1/C=C/c1ccc2c(Br)cc(Br)c(O)c2n1,5,-3.8,-7%,-19%,-7%,4%,-1%,u,x
CCC(C)c1ccccc1NC(=O)COC(=O)C1=COCCO1 (stereo not given),3,-0.4,-7%,-16%,1%,13%,-9%,5%,15%
Cc1oc(-c2ccccc2Cl)nc1CN1CCCCC1CO (stereo not given),-1,-0.5,-3%,-6%,-5%,8%,-2%,-3%,-9%
C[C@H](CO)N1C[C@H](C)[C@@H](CN(C)Cc2ccncc2)OCCCC[C@H](C)Oc2ccc(NC(=O)CCCN(C)C)cc2C1=O,u,-0.4,0%,-9%,-24%,-24%,-8%,-1%,-9%
CC(C)(C)NC(=O)CSc1nnc(Cc2ccc3c(c2)OCO3)n1C1CCCCC1,x,-2.0,8%,6%,-3%,1%,4%,-5%,-4%
COc1ccc(-c2nnc3ccc(SC(C(C)=O)C(C)=O)nn23)cc1OC,x,-2.4,-11%,17%,-15%,-1%,2%,-4%,6%
O=C(OCc1ccccc1Cl)c1ccccc1C(=O)c1ccccc1,x,-1.8,-12%,-4%,-3%,14%,8%,-9%,14%
